ERK EGF block – qHTS Assay for Inhibitors of the ERK Signaling Pathway using a Homogeneous Screening Assay; Stimulation with EGF | HEK293-V1b, EGF-stimulated phospho-ERK AlphaScreen | Potency, µM (doses to about 11.5 µM), without a hit: top-dose activity change, negative = inhibition, hits mostly inhibitors | 0.41% of 130,000 active; active = well fitted inhibition curve with a large enough effect; inconclusive = small, poorly fitted or top-dose-only effect, or effect the other way;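 also: plate controls were stimulated vehicle wells for no effect and unstimulated vehicle basal for full effect; nearly all actives have a fitted effect of over 55% in size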
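Stably V1b-transfected HEK293 cells; 30 min compound, then EGF 25 nM final for 5 min at 37C; 10 min lysis; phospho-ERK by AlphaScreen after 5 hr beads at room temperature.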
* = called active by the depositor; ? = inconclusive; & = joins results of further samples; [ ] = dose if it differs, or a comment. Potency is read from the fitted curve at half-maximal effect.

SMILES | ERK EGF block
CN(c1ccc(OCC(=O)OCC(=O)Nc2ccccc2)cc1)S(=O)(=O)c1cccs1 | 10%
O=C1CN(C(=O)CSc2nncs2)c2ccccc2N1 | -3%
CC(=O)c1cc(-c2ccccc2)n(CC(=O)Nc2cccc(C)c2)c1C | 1%
COc1ccccc1NC(=O)C1=C(C)NC(=O)NC1c1cccs1 (stereo not given) | -3%
COCCCn1cc(C(=O)c2ccccc2OCC(=O)Nc2cccc(F)c2)cc(C#N)c1=O | -2%
NC[C@@H]1O[C@H](O[C@@H]2[C@H](O[C@@H]3O[C@H](CO)[C@@H](O)[C@@H]3O)[C@@H](O)[C@@H](N)C[C@H]2N)[C@@H](N)[C@H](O)[C@@H]1O | 26%[25.7 µM]
S=C(Nc1ccccc1)N1CCOCCOCCN(C(=S)Nc2ccccc2)CCOCCOCC1 | -5%[57.5 µM]
CCNC(=S)N/N=C(\C)c1cccc(OC)c1 | -7%
COc1ccc(-c2cc(C(=O)Nc3c(Cl)cc(Cl)cc3Cl)c3ccccc3n2)cc1OC | 0%
COc1cccc(N/C(SCc2cccc([N+](=O)[O-])c2)=C(/C#N)C(=O)NCc2cccs2)c1 | 1%
Cc1cccc(NC(=O)NCCc2ccc(Cl)cc2)c1 | -10%
CCCN1CN(Cc2ccccc2)CNC1=S | 3%
CC(C)c1cc(C(=O)N/N=C/c2c[nH]c3ccccc23)n[nH]1 | -6%[57.5 µM]
CCN(CC)c1ccc(/C=N/Nc2ccc(C)cc2)c(O)c1 | 1%
Cc1ccc(C(=O)NCCc2nnc3ccc(SCC(=O)Nc4c(C)cc(C)cc4C)nn23)cc1 | 4%
CCN(CC)S(=O)(=O)c1cccc(-c2n[nH]c(=S)n2C(C)COC)c1 (stereo not given) | -4%[57.5 µM]
Cc1ccc(C=C2C(=O)c3ccccc3C2=O)o1 | ?
Cc1c(-n2cc(C(=O)O)c(=O)c3cc(F)c(N4CCCC(O)C4)c(F)c32)c(=O)n(-c2ccccc2)n1C (stereo not given) | 2%
O=C(O)CCC(=O)N1N=C(c2ccc(Br)cc2)CC1c1cccs1 (stereo not given) | 0%
COc1ccc2nccc(C(N)=O)c2c1 | -1%[57.5 µM]
O=C(NCc1ccccn1)c1cccc(NS(=O)(=O)c2ccccc2F)c1 | 12%
COCCNC(=S)NCc1cccs1 | -11%
C#CCOCCOCCOCCNc1nc(N2CCN(C(=O)[C@H](CCC(=O)O)n3cc(C(N)Cc4ccc(O)cc4)nn3)CC2)nc(N2CCN(C(=O)[C@H](CCC(=O)O)n3cc(C(N)CC(C)C)nn3)CC2)n1 (stereo not given in full) | -9%[57.5 µM]
Cc1ccc(-c2noc(=O)n2CC(=O)c2ccc(Cl)cc2)cc1 | -1%
COC(=O)C1=C(C)NC(C)=C(C(=O)OCCCN2CCC(c3ccccc3)(c3ccccc3)CC2)[C@H]1c1cccc([N+](=O)[O-])c1 | -11%&10%
Fc1ccc(Nc2nnc(C(F)(F)F)s2)cc1Cl | 1%[57.5 µM]
Cc1ccc(NC(=O)NNC(=O)c2snnc2C)cc1 | 2%
O=C(CCCCCCCCCCCCC1CCCC1)Nc1ccc(S(=O)(=O)c2ccc(NC(=O)CCCCCCCCCCCCC3CCCC3)cc2)cc1 | 18%
NC(=O)COC(=O)c1cc(S(=O)(=O)N2CCN(c3ccccc3)CC2)ccc1Cl | 5%
Cc1ccc(NC(=O)COC(=O)c2cccc3c2C(=O)c2ccccc2C3=O)c(C)c1 | ?

Arranged by formula weight (smallest number first): 3 of the compounds above.
SMILES | ERK EGF block
COCCNC(=S)NCc1cccs1 | -11%
Cc1ccc(NC(=O)NNC(=O)c2snnc2C)cc1 | 2%
C#CCOCCOCCOCCNc1nc(N2CCN(C(=O)[C@H](CCC(=O)O)n3cc(C(N)Cc4ccc(O)cc4)nn3)CC2)nc(N2CCN(C(=O)[C@H](CCC(=O)O)n3cc(C(N)CC(C)C)nn3)CC2)n1 (stereo not given in full) | -9%[57.5 µM]

Next structures.
SMILES | ERK EGF block
COc1ccccc1NC(=S)NCc1ccccn1 | -3%
CCC(N)C12CC3CC(CC(O)(C3)C1)C2 (stereo not given) | -2%
Cc1cc(Br)c(Cl)cc1NC(=O)CN1C(=O)C2C3CC(c4ccccc4)C(C3)C2C1=O (stereo not given) | ?
O=C1C2CC=CCC2C(=O)N1c1ccc(NCCc2ccc(Cl)cc2)c([N+](=O)[O-])c1 (stereo not given) | ?
CCO[C@@H]1OC(C(=O)O)=C[C@H](c2csc3ccccc23)[C@H]1CCCO | -10%[57.5 µM]
CC(=O)c1c(C)nc(-c2ccc(OCC(=O)Nc3ccccc3)cc2)n1O | 1%
COC(=O)c1cn(C(=O)c2ccccc2Cl)c2ccccc12 | 6%
Nc1[nH]nc2nc3ccccc3cc12 | 0%
CC(C)CCOc1ccc(C2CC(=O)N(C)C2=O)cc1 (stereo not given) | -1%
COC(=O)c1nn(-c2ccc(C)cc2)c2nnc(Cc3ccccc3)c(=O)n12 | 10%
O=C(O)CNc1nc(-c2ccccc2)c2cc([N+](=O)[O-])ccc2n1 | 11%
O=C1CN(c2ccc(Cl)cc2)C2(CCCCC2)S1 | -1%
Cc1cc(S(=O)(=O)NCC(C)C)ccc1OCC(=O)NCC1CCCO1 (stereo not given) | 6%
NC(CC(=O)O)c1ccc(Br)cc1 (stereo not given) | 4%
Cc1cccc(C)c1NC(=S)N(C)CCc1ccccn1 | -4%
O=C(CS(=O)CC(=O)N(c1cccc(F)c1)C(C(=O)NC1CCCCC1)c1ccco1)Nc1ccc(F)cc1 (stereo not given) | 2%
CCCn1c(CCNC(=O)c2cccs2)nc2ccccc21 | 6%
Cc1ccc(NC(=O)c2cc(S(=O)(=O)NCCC3=CCCCC3)ccc2F)cc1F | 1%
O=C(/C=C\Nc1ccc(S(=O)(=O)Nc2ncccn2)cc1)c1cccc2ccccc12 | 3%[57.5 µM]
Cc1cc(C(=O)CSc2ncccn2)c(C)n1Cc1ccco1 | -1%
O=C1OC(Nc2ccc(F)c([N+](=O)[O-])c2)c2ccccc21 (stereo not given) | -4%[57.5 µM]
O=C(NCc1ccccn1)c1cccc(NS(=O)(=O)c2cccc(F)c2)c1 | 8%
Cc1cccc(C2=N/C(=C\c3cccnc3)C(=O)O2)c1 | 3%[57.5 µM]
CCOc1cc(CN2CCN(CCc3ccccc3)C(CCO)C2)ccc1OC (stereo not given) | -9%
Cc1ccc(-n2nnnc2SCC(=O)Nc2sccc2C#N)cc1 | -1%
CSc1nc(C)nc(N/C=C(\C#N)S(=O)(=O)c2ccccc2Cl)n1 | 5%[57.5 µM]
CCN1C(=O)c2ccccc2S(=O)c2ccc(C(=O)NCCCN3CCCC3=O)cc21 (stereo not given) | 7%
O=C(C[n+]1ccccc1)Nc1c(Cl)cc(Cl)cc1Cl | ?
COc1ccc(S(=O)(=O)Nc2cc(C(=O)NCCCOC(C)C)ccc2N2CCOCC2)cc1 | 4%
Cc1cccc(C)c1OCCNC(=O)C(=O)NCc1ccco1 | -1%
Cc1ccc(CNC(=O)CCC2CCCN(Cc3cccc4ncccc34)C2)o1 (stereo not given) | 5%
CCOc1cc(NC(=S)NCCCN2CCOCC2)c(OCC)cc1NC(=O)C(C)C | 6%
NC(=O)c1nnn(-c2cccc(C(F)(F)F)c2)c1-c1ccccc1 | 0%[57.5 µM]
CCC1(c2ccc(Cl)cc2)NC(=O)N(Cc2ccc(C(=O)OC)cc2)C1=O (stereo not given) | 2%
Cc1ccc(-c2nn(-c3cccc(F)c3)cc2CN(Cc2nccn2C)C(C)C)o1 | 2%[57.5 µM]
CCCCOc1ccc(/C(O)=C2/C(=O)C(=O)N(Cc3cccnc3)C2c2ccncc2)c(C)c1 (stereo not given) | -3%
Cc1cc(C)c2c(n1)sc1c(-c3ccccc3)c(C#N)c(N)nc12 | 8%
CCN(CC)C(=O)CC(c1cc(OC)c(OC)c(OC)c1)c1c(O)cc(OC)cc1OC (stereo not given) | 4%[57.5 µM]
NC(=O)COc1ccc(C23CC4CC(CC(C4)C2)C3)cc1 | -19%
CC(C)N1CN=C(Nc2nc3ccccc3o2)NC1 | 5%
O=C(CSc1nc2c(sc3ccccc32)c(=O)n1CCCN1CCCC1)NCc1ccco1 | -6%
CC(Cc1ccccc1)NC(=S)CN1CCCC1=S (stereo not given) | -21%[57.5 µM]
Cc1cccc(NNC(N)=S)c1 | 4%
Nc1nc(SCC(=O)Nc2ccccc2)nc2nc3c(cc12)CCCC3 | 2%
COc1ccc(N2C(=O)C3CCCCC3C2=O)cc1NC(=O)c1ccccc1 (stereo not given) | -8%
O=C(CNc1ccc2c(c1)OCO2)N/N=C\c1ccccc1Cl | -3%
COC(=O)CCC/C=C1/SCC(NC(=O)c2ccccc2)C1NC(C)=O (stereo not given) | -7%
Cn1cccc1C(=O)N1CCC2(CCCN(Cc3ccncc3)C2)CC1 | -8%
c1ccc2c(c1)nc(NC1CCCCC1)c1nncn12 | 5%
CCOc1ccc2nc(N(CCN(CC)CC)C(=O)c3ccc([N+](=O)[O-])cc3)sc2c1 | 1%
O=C(NC1=NCCS1)c1sc2cc(F)ccc2c1Cl | 6%
COc1cccc(-c2nc(Nc3ccncc3)c3ccccc3n2)c1 | 11%
Cc1cc(-c2csc(NC(=O)c3ccc(=O)[nH]c3)n2)c(C)n1Cc1ccccc1 | 9%
Cn1c(NC(=O)/C=C/c2ccccc2)cc(=O)n(C)c1=O | 6%
CCCCN(CC)C(=O)c1ccccc1Oc1ccccc1 | 8%
Cc1ccccc1C(=O)OC1OC(=O)C(Cl)=C1Nc1ccccc1 (stereo not given) | 8%
COc1ccc(CNC(=O)c2cccnc2SC)cc1OC | 3%[57.5 µM]
COCCn1c(N)c(N(Cc2ccccc2)C(=O)c2cc3ccccc3o2)c(=O)[nH]c1=O | 1%
COc1ccc(-c2nc3c4ccccc4ccn3c2CN2CCOCC2)cc1OC | 1%[57.5 µM]
COc1ccccc1N1CCN(CCCNC(=O)Nc2ccccc2)CC1 | 6%
More structures follow.
SMILES | ERK EGF block
CC(C)C1COC(c2cccc3ccccc23)=N1 (stereo not given) | 6%
Cc1ccc(-c2nc(-c3ccccn3)no2)cc1[N+](=O)[O-] | 3%[57.5 µM]
CN(C)c1ccc(-c2nc(N(C)Cc3ccco3)c3ccccc3n2)cc1 | 1%
Cc1nc(C(=O)NNC(=O)c2ccccc2)c(C(F)(F)F)o1 | 7%[57.5 µM]
CCn1c2ccccc2c2cc(/C=N/NC(=O)c3cc(O)cc(O)c3)ccc21 | 22%
Cc1c(NC(=O)CSc2nnc(Nc3ccccc3)s2)c(=O)n(-c2ccccc2)n1C | 2%
COc1ccc2c(c1)CC/C2=N\OC(=O)c1cccc(C)c1 | -3%
Cc1cc(N2CCN(Cc3cn(C)nc3-c3ccccc3F)CC2)cc(C)n1 | -1%
COc1ccc(Cc2noc(CN(C)CC3CCN(Cc4ccccc4)CC3)n2)cc1OC | -5%[57.5 µM]
COC(=O)Cc1ccc(NC(=S)NCc2ccc(Cl)cc2)cc1 | -3%
CCCCNC(=S)Nc1cccc(C(C)=O)c1 | 3%
CCOC(=O)C1CCN(c2ncnc3cc(OC)c(OC)cc23)CC1 | ?
CNS(=O)(=O)c1cccc(C(=O)OCc2cc(C(C)=O)ccc2OC)c1 | 0%
C=CCN1CCc2c(cc(O)c(O)c2Br)[C@@H](c2ccccc2)C1 | 11%
Cc1ccn(C)c(=N)c1 | 2%[57.5 µM]
Nc1c(C(=O)N/N=C/c2ccc([N+](=O)[O-])cc2)sc2nnc(-c3ccccc3)c(-c3ccccc3)c12 | -9%[57.5 µM]
Cc1cccc(N2CCN(C(=O)c3ccccn3)CC2C)c1 (stereo not given) | 0%
Cc1ccc(-n2cccn2)c(CN2CCC(CO)(CCc3ccccc3)CC2)c1 | -3%
O=c1/c(=C\c2ccc(F)cc2)sc2n1CCCN=2 | -6%
CC(=O)Nc1nc(C(=O)O)cs1 | -3%
Nc1cccc([N+](=O)[O-])c1 | -6%
Cc1ccc(C(=O)N/C(=C\c2ccc3c(c2)OCO3)C(=O)Nc2ccc(C(=O)O)cc2)cc1 | 2%
O=C(COc1ccccc1[N+](=O)[O-])Nc1ccc(CN2CCOCC2)cc1 | 3%
Cc1oc(-c2cccs2)nc1CS(=O)CC(=O)NCc1ccc2c(c1)OCO2 (stereo not given) | 2%[57.5 µM]
COCc1cc(=O)[nH]c(SC)n1 | -1%[57.5 µM]

Of the compounds above, 13 have a thiophene ring, fused or not:
SMILES | ERK EGF block
CN(c1ccc(OCC(=O)OCC(=O)Nc2ccccc2)cc1)S(=O)(=O)c1cccs1 | 10%
COc1ccccc1NC(=O)C1=C(C)NC(=O)NC1c1cccs1 (stereo not given) | -3%
COc1cccc(N/C(SCc2cccc([N+](=O)[O-])c2)=C(/C#N)C(=O)NCc2cccs2)c1 | 1%
O=C(O)CCC(=O)N1N=C(c2ccc(Br)cc2)CC1c1cccs1 (stereo not given) | 0%
COCCNC(=S)NCc1cccs1 | -11%
CCO[C@@H]1OC(C(=O)O)=C[C@H](c2csc3ccccc23)[C@H]1CCCO | -10%[57.5 µM]
CCCn1c(CCNC(=O)c2cccs2)nc2ccccc21 | 6%
Cc1ccc(-n2nnnc2SCC(=O)Nc2sccc2C#N)cc1 | -1%
Cc1cc(C)c2c(n1)sc1c(-c3ccccc3)c(C#N)c(N)nc12 | 8%
O=C(CSc1nc2c(sc3ccccc32)c(=O)n1CCCN1CCCC1)NCc1ccco1 | -6%
O=C(NC1=NCCS1)c1sc2cc(F)ccc2c1Cl | 6%
Nc1c(C(=O)N/N=C/c2ccc([N+](=O)[O-])cc2)sc2nnc(-c3ccccc3)c(-c3ccccc3)c12 | -9%[57.5 µM]
Cc1oc(-c2cccs2)nc1CS(=O)CC(=O)NCc1ccc2c(c1)OCO2 (stereo not given) | 2%[57.5 µM]

Screening data deposited in PubChem by National Center for Advancing Translational Sciences (NCATS).

An excerpt; rates above refer to the full screens.
